VLA-4 inh = inhibition in a human VLA-4 binding assay; hit rate 0.2% among 330,000; VLA-4 expressing cells, ligand binding flow cytometry; inhibition, % (about 7 µM as worked out from the volumes in the protocol); P13612; in the data active = inhibition above about 50%
Bcl-xL primary = Bcl-xL (human) inhibition. Q07817. GST-Bcl-xL / FITC-Bim BH3 peptide fluorescence polarization. inhibition, % at 10.9 µM. hit rate 0.7% among 320,000;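 active = inhibition above the mean of all tested compounds plus 3 SD, cutoff set per campaign, cut at about 30% in these data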;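 note: 0% = DMSO wells and 100% = unlabeled Bim-BH3 peptide competitor; inhibitors lower millipolarization by displacing the labeled peptide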
Target sequence (Q07817 whole entry, looked up): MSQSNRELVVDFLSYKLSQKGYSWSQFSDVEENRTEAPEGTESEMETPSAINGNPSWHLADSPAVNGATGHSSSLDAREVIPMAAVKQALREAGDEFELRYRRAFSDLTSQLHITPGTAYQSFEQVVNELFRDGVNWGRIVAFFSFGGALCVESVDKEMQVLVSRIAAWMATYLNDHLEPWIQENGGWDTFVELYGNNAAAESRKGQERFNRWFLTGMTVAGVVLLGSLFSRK
MEX-5 binding = C. elegans MEX-5 TCR-2 RNA binding activity. MEX-5/FITC-TCR2 RNA binding, fluorescence polarization; hits give low values. hit rate 0.38% among 300,000. activity score (negative = inhibition of binding), % at 10 µM. AID 1832. Q9XUB2;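 active = inhibition past about -25% in most replicates, and total fluorescence under double the plate's negative control median, limit read from the data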;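 note: 0% = DMSO and -100% = 5 µM competing unlabeled TCR2 RNA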
Target sequence (Q9XUB2 whole entry, looked up): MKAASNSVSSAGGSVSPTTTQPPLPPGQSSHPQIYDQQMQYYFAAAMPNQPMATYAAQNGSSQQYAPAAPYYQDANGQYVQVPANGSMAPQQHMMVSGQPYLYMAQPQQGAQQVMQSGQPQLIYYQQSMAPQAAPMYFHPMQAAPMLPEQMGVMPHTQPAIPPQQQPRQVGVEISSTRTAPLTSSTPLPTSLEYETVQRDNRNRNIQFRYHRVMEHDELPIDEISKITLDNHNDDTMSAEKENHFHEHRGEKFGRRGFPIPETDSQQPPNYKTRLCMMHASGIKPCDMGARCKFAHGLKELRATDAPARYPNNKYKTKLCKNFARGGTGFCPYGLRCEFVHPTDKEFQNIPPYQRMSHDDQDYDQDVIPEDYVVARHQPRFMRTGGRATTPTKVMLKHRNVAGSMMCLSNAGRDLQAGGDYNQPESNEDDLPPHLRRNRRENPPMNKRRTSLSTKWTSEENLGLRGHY
MCL1-BIM inh = inhibitors of human MCL1 binding to BIM-BH3 peptide; AID 2057; inhibition, % at 10.9 µM; hit rate 0.68% among 320,000; GST-MCL1 / FITC-Bim-BH3 fluorescence polarization; Q07820;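 active = inhibition above the mean inhibition of all tested compounds plus 3 SD, set per campaign, cut at about 40% in these data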;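 note: 0% = DMSO wells and 100% = unlabeled Bim-BH3 peptide control; higher means more loss of mP so more displacement of Bim peptide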
Target sequence (Q07820 whole entry, looked up): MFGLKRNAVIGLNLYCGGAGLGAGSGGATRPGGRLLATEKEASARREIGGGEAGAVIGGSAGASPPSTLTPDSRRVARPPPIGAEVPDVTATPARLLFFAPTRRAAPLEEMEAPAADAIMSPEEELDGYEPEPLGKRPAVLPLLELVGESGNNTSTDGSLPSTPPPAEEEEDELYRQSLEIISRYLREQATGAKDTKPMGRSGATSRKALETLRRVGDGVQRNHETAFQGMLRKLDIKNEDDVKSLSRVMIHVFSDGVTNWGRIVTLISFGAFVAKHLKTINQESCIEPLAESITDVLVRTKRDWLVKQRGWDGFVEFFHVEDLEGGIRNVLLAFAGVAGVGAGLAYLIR
Efflux pump inh = antifungal efflux pump inhibition, Nile Red retention; S. cerevisiae Candida pump triplex; inhibition, % at 10 µM; hit rate 0.44% among 330,000; AID 485275;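 active = plate passing quality check with inhibition over a set limit, or well fluorescence over plate mean plus 4 SD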;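 note: Nile Red retained in pooled yeast measured as flow cytometry median fluorescence; 0% = buffer negative control and 100% = Enniatin B positive control; higher means more Nile Red kept so more efflux inhibition; some compounds called inactive have numbers as strong as hits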
PME-1 inh = PME-1 (human) inhibition | inhibition, % at 5.9 µM | AID 2130 | Q9Y570 | recombinant PME-1, FP-Rh probe fluorescence polarization | hit rate 0.53% among 320,000;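 active = inhibition above the campaign mean of all compounds plus 3 SD, cut at about 26% in these data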;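 note: competitive labeling of PME-1 active site by serine hydrolase directed probe; 0% = PME-1 with DMSO and 100% = wells lacking PME-1 enzyme; inhibitors block probe labeling so polarization falls and inhibition rises; many of its hits are not listed in these tables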
GLD-1 TGE inh = GLD-1-TGE RNA interaction inhibition (C. elegans) | purified GLD-1 + fluorescein TGE RNA, fluorescence polarization | inhibition, % at 5.96 µM | hit rate 0.44% among 320,000 | AID 2280;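 active = percent inhibition above a per-plate cutoff, the plate mean of test compounds plus 3 SD, cut at about 30% in these data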;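 note: 0% = DMSO wells with GLD-1 and probe and 100% = wells lacking GLD-1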
Fam108B counter = blocks mouse Fam108B hydrolase in RBBP9 counter-screen; AID 1947; recombinant Fam108B, FP-Rh probe fluorescence polarization; inhibition, % at 9.51 µM; hit rate 0.33% among 300,000;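 active = inhibition above the screen mean inhibition plus 3 SD, computed separately per campaign, cut at about 18% in these data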;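 note: inhibitors lower polarization as less probe binds the enzyme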
GRK2 inh = blocks RNA aptamer binding to human GRK2 | P25098 | bead flow cytometry, FAM-aptamer displacement from GRK2 | inhibition of aptamer binding, % at 10 µM | hit rate 0.59% among 330,000;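 active = inhibition of aptamer binding above 40%, roughly 3 SD of noise, on plates passing a quality check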;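 note: median bead fluorescence of bound FAM aptamer so fluorescent compounds give negative values; no value below 0 was filed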
The depositor's hits bear a star.

CCOc1ccc(C(=O)OCC(=O)NC(C)C)cc1 was read as VLA-4 inh 19, Bcl-xL primary 3, MEX-5 binding 1.1, MCL1-BIM inh 9, Efflux pump inh 0.0, PME-1 inh 0, GLD-1 TGE inh 9, Fam108B counter 1 and GRK2 inh 1.
For COc1ccc(NC(=O)NCCCN2CCN(c3ccccc3F)CC2)cc1 the results were VLA-4 inh 4, Bcl-xL primary -2, MEX-5 binding -0.6, MCL1-BIM inh -12, Efflux pump inh 0.0, PME-1 inh -5, GLD-1 TGE inh -16, Fam108B counter 1 and GRK2 inh 0.
CC(=O)Oc1ccc(C(=O)O)cc1OC(C)=O was read as VLA-4 inh 6, Bcl-xL primary 6, MEX-5 binding -1.0, MCL1-BIM inh 2, Efflux pump inh 0.0, PME-1 inh -6, GLD-1 TGE inh 3, Fam108B counter -1 and GRK2 inh 1.
`Clc1ccc(C2CC(c3ccccc3)Nc3ncnn32)cc1` (stereo not given) gave VLA-4 inh -23, Bcl-xL primary 11, MEX-5 binding -2.0, MCL1-BIM inh -2, Efflux pump inh -0.1, PME-1 inh 5, GLD-1 TGE inh -7, Fam108B counter 9 and GRK2 inh 2.
For Cc1nc(-c2ccccc2Cl)sc1C(=O)/C=C/N(C)C the results were VLA-4 inh 5, Bcl-xL primary -7, MEX-5 binding 1.6, MCL1-BIM inh -3, Efflux pump inh 0.2, PME-1 inh -8, GLD-1 TGE inh -2, Fam108B counter -1 and GRK2 inh 0.
Screening COCCN(C(=O)COC(=O)Cc1cccc(OC)c1)c1c(N)n(Cc2ccccc2)c(=O)[nH]c1=O returned VLA-4 inh 18, Bcl-xL primary -1, MEX-5 binding -4.3, MCL1-BIM inh -8, Efflux pump inh 0.0, PME-1 inh 0, GLD-1 TGE inh 5, Fam108B counter 0 and GRK2 inh 0.
For O=[N+]([O-])c1cccc(-c2n[nH]c(=S)n2Cc2ccccc2)c1 the results were VLA-4 inh 27, Bcl-xL primary -32, MEX-5 binding 3.5, MCL1-BIM inh -30, Efflux pump inh 0.1, PME-1 inh 8, GLD-1 TGE inh -8, Fam108B counter -3 and GRK2 inh 0.
`CC(=O)c1ccc(N=C2NC(=O)C(CO)(CO)S2)cc1` gave VLA-4 inh 9, Bcl-xL primary 1, MEX-5 binding 0.1, MCL1-BIM inh 2, Efflux pump inh -0.2, PME-1 inh 0, GLD-1 TGE inh -4, Fam108B counter 4 and GRK2 inh 2.
For COc1cc(CNCc2ccccc2)cc(Cl)c1OC the results were VLA-4 inh -2, Bcl-xL primary 0, MEX-5 binding -1.4, MCL1-BIM inh 5, Efflux pump inh -0.1, PME-1 inh -2, GLD-1 TGE inh 5, Fam108B counter 0 and GRK2 inh 0.
Screening O=C(c1ccc(COc2ccc3c(c2)CCC3)o1)N1CCN(c2ccccc2)CC1 returned VLA-4 inh 2, Bcl-xL primary 8, MEX-5 binding -1.6, MCL1-BIM inh 9, Efflux pump inh 0.2, PME-1 inh -6, GLD-1 TGE inh 1, Fam108B counter 5 and GRK2 inh 0.
For COc1ccc(NC(=O)c2ccccc2Oc2ccccc2)c(OC)c1 the results were VLA-4 inh 28, Bcl-xL primary 1, MEX-5 binding 2.7, MCL1-BIM inh -5, Efflux pump inh -0.2, PME-1 inh -1, GLD-1 TGE inh 3, Fam108B counter 0 and GRK2 inh 0.
COc1ccccc1NC(=O)c1sc2nc(N3CCOCC3)c3c(c2c1N)CCCC3 was read as VLA-4 inh 2, Bcl-xL primary 2, MEX-5 binding -0.1, MCL1-BIM inh -3, Efflux pump inh -3.7, PME-1 inh 10, GLD-1 TGE inh 1, Fam108B counter -9 and GRK2 inh 0.
`Cc1noc(C)c1C(=O)OCC(=O)N(C)C1CCS(=O)(=O)C1` (stereo not given) gave VLA-4 inh -2, Bcl-xL primary 2, MEX-5 binding -0.4, MCL1-BIM inh 6, Efflux pump inh 0.1, PME-1 inh 1, GLD-1 TGE inh -4, Fam108B counter 2 and GRK2 inh 0.
`CC(=O)NC(CC(=O)N1CCN(C(C)=O)CC1)c1ccccc1` (stereo not given) gave VLA-4 inh 22, Bcl-xL primary 2, MEX-5 binding 0.3, MCL1-BIM inh -4, Efflux pump inh 0.7, PME-1 inh 0, GLD-1 TGE inh 4, Fam108B counter 1 and GRK2 inh 0.
`CN(CC(=O)NCc1ccccn1)S(=O)(=O)c1ccc2ccccc2c1` gave VLA-4 inh 11, Bcl-xL primary 5, MEX-5 binding 0.4, MCL1-BIM inh 1, Efflux pump inh -0.1, PME-1 inh 0, GLD-1 TGE inh -6, Fam108B counter -1 and GRK2 inh 1.
For CC(C)Nc1cc(C(C)(C)C)nc2c(-c3ccccc3)cnn12 the results were VLA-4 inh 0, Bcl-xL primary 5, MCL1-BIM inh 4, Efflux pump inh -0.1, PME-1 inh -3, GLD-1 TGE inh 10, Fam108B counter 0 and GRK2 inh 1.
Screening Cc1cc2ccccc2n2c(SCC(=O)Nc3ccc(S(=O)(=O)N4CCCCC4)cc3)nnc12 returned VLA-4 inh -2, Bcl-xL primary 4, MEX-5 binding -0.2, MCL1-BIM inh 7, Efflux pump inh 1.3, PME-1 inh -9, GLD-1 TGE inh -1, Fam108B counter -26 and GRK2 inh 0.
CSc1nc2nc(-c3cccc(C(F)(F)F)c3)ccn2n1 was read as VLA-4 inh -6, Bcl-xL primary 6, MEX-5 binding 1.2, MCL1-BIM inh 2, Efflux pump inh -0.1, PME-1 inh -7, GLD-1 TGE inh -4, Fam108B counter 5 and GRK2 inh 2.
Screening c1ccc2c(c1)Cc1cc3ccccc3nc1-2 returned VLA-4 inh 6, Bcl-xL primary 10, MEX-5 binding -0.6, MCL1-BIM inh 13, Efflux pump inh 0.0, PME-1 inh 6, GLD-1 TGE inh 4, Fam108B counter 1 and GRK2 inh 0.
For Cc1ccc(Cl)c(NC(=O)CCl)c1Cl the results were VLA-4 inh 0, Bcl-xL primary -2, MEX-5 binding 1.3, MCL1-BIM inh -7, Efflux pump inh 0.4, PME-1 inh 0, GLD-1 TGE inh -5, Fam108B counter -4 and GRK2 inh 0.

The closing three compounds of the part before lead into the next:
CSc1nc2nc(-c3cccc(C(F)(F)F)c3)ccn2n1 was read as VLA-4 inh -6, Bcl-xL primary 6, MEX-5 binding 1.2, MCL1-BIM inh 2, Efflux pump inh -0.1, PME-1 inh -7, GLD-1 TGE inh -4, Fam108B counter 5 and GRK2 inh 2.
Screening c1ccc2c(c1)Cc1cc3ccccc3nc1-2 returned VLA-4 inh 6, Bcl-xL primary 10, MEX-5 binding -0.6, MCL1-BIM inh 13, Efflux pump inh 0.0, PME-1 inh 6, GLD-1 TGE inh 4, Fam108B counter 1 and GRK2 inh 0.
For Cc1ccc(Cl)c(NC(=O)CCl)c1Cl the results were VLA-4 inh 0, Bcl-xL primary -2, MEX-5 binding 1.3, MCL1-BIM inh -7, Efflux pump inh 0.4, PME-1 inh 0, GLD-1 TGE inh -5, Fam108B counter -4 and GRK2 inh 0.
CCOC(=O)C1(Cc2cccc(F)c2)CCN(Cc2c(C)nn(CC)c2C)CC1 was read as VLA-4 inh 4, Bcl-xL primary 5, MEX-5 binding 4.0, MCL1-BIM inh 0, Efflux pump inh 0.0, PME-1 inh -1, GLD-1 TGE inh 4, Fam108B counter -1 and GRK2 inh 1.
COC(=O)Cc1ccc(OCC(=O)Nc2ccc(OC(F)(F)F)cc2)cc1 was read as VLA-4 inh -14, Bcl-xL primary 2, MEX-5 binding -0.2, MCL1-BIM inh -2, Efflux pump inh -0.1, PME-1 inh -31, GLD-1 TGE inh -1, Fam108B counter -1 and GRK2 inh 0.
Brc1ccc(C2=CC(c3ccco3)n3nnnc3N2)cc1 (stereo not given) was read as VLA-4 inh -1, Bcl-xL primary -3, MEX-5 binding -1.2, MCL1-BIM inh -65, Efflux pump inh 0.1, PME-1 inh -2, GLD-1 TGE inh -9, Fam108B counter -4 and GRK2 inh 2.
CCCCCCCCCCCCCCCC(=O)NCCO was read as VLA-4 inh -7, Bcl-xL primary 3, MCL1-BIM inh -3, Efflux pump inh 0.0, PME-1 inh -2, GLD-1 TGE inh 6, Fam108B counter 5 and GRK2 inh 1.
`CC(=O)c1cccc(NC(=O)c2ccncc2)c1` gave VLA-4 inh -3, Bcl-xL primary 6, MEX-5 binding -0.2, MCL1-BIM inh 8, Efflux pump inh -0.1, PME-1 inh 1, GLD-1 TGE inh 2, Fam108B counter -5 and GRK2 inh 0.
Screening Cc1cc(/C=N/NC(N)=S)c(C)n1-c1ccc(Br)cc1 returned VLA-4 inh 4, Bcl-xL primary 6, MEX-5 binding 0.5, MCL1-BIM inh -1, Efflux pump inh 0.6, PME-1 inh 2, GLD-1 TGE inh 1, Fam108B counter -1 and GRK2 inh 0.
Screening CCOC(=O)c1cc(C)[nH]c(=S)c1C#N returned VLA-4 inh -8, Bcl-xL primary 18, MEX-5 binding -2.4, MCL1-BIM inh 8, Efflux pump inh -0.1, PME-1 inh 1, GLD-1 TGE inh 4, Fam108B counter 6 and GRK2 inh 1.
For COc1cc(C(=O)Nc2ccc3c(c2)C(=O)c2ccccc2C3=O)cc(OC)c1OC the results were VLA-4 inh 16, Bcl-xL primary 5, MEX-5 binding -3.0, MCL1-BIM inh -4, Efflux pump inh -0.2, PME-1 inh 6, GLD-1 TGE inh 7, Fam108B counter 1 and GRK2 inh 0.
For CC(C)CN(C(=O)COC(=O)CCC(=O)c1ccc(F)cc1)c1c(N)n(Cc2ccccc2)c(=O)[nH]c1=O the results were VLA-4 inh 26, Bcl-xL primary 0, MEX-5 binding 0.5, MCL1-BIM inh -4, Efflux pump inh 0.0, PME-1 inh 7, GLD-1 TGE inh 6, Fam108B counter -1 and GRK2 inh 1.
`CCOC(=O)N1CCN(C(=O)C2CCC(=O)N(Cc3cccc(C(F)(F)F)c3)C2)CC1` (stereo not given) gave VLA-4 inh -14, Bcl-xL primary 3, MEX-5 binding 0.1, MCL1-BIM inh 5, Efflux pump inh 0.1, PME-1 inh 14, GLD-1 TGE inh 0, Fam108B counter 2 and GRK2 inh 0.
Screening CCc1ccc(S(=O)(=O)Nc2ccncc2)cc1 returned VLA-4 inh 30, Bcl-xL primary 4, MEX-5 binding 0.0, MCL1-BIM inh 8, Efflux pump inh 0.1, PME-1 inh 3, GLD-1 TGE inh -1, Fam108B counter 1 and GRK2 inh 4.
For COc1ccccc1NC(=S)N(Cc1ccccc1)Cc1cccnc1 the results were VLA-4 inh 3, Bcl-xL primary 5, MEX-5 binding 1.1, MCL1-BIM inh 5, Efflux pump inh 0.2, PME-1 inh 2, GLD-1 TGE inh 0, Fam108B counter 4 and GRK2 inh 0.
Cc1onc(-c2c(Cl)cccc2Cl)c1C(=O)N1CCSCC1 was read as VLA-4 inh 12, Bcl-xL primary 12, MEX-5 binding -3.3, MCL1-BIM inh 0, Efflux pump inh 0.0, PME-1 inh 0, GLD-1 TGE inh -1, Fam108B counter -1 and GRK2 inh 1.
For Cc1ccc(S(=O)(=O)N2CC(=O)Nc3ccccc32)cc1 the results were VLA-4 inh 10, Bcl-xL primary -3, MEX-5 binding 1.4, MCL1-BIM inh 1, Efflux pump inh -0.2, PME-1 inh 0, GLD-1 TGE inh 5, Fam108B counter -1 and GRK2 inh 1.

An excerpt; count on the stated rates, not on these rows.
